# HEK293 tox = cytotoxic in the GLP-1 receptor inverse agonist counter-screen; HEK293 cAMP-luciferase reporter cells, luminescence, 24 h; Potency, µM (top dose mostly 38.3 µM), for inactives: at the top dose activity change, negative = inhibition, actives largely listed as inhibitors; 0.13% of 410,000 active; AID 624418;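 note: loss of luciferase light is scored as toxicity; potency is the fitted concentration of half-maximal effect; % is set by controls: 0 for no effect and ±100 for the full control effect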
#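 Compound-treated cells are incubated 24 hr at 37 deg C under 5% CO2 after a 12 hour attachment period, then luciferase detection reagent is added and luminescence is measured following 12 min at room temperature; lowered signal indicates toxicity.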
# GLP1R ag = GLP-1 receptor (human) agonism; P43220; HEK293 GLP-1R CRE-luciferase, luminescence, 4-6 h; cells express a hypersensitive GLP-1R form; Potency, µM (series often up to 45.6 µM), without a hit: at the top dose activation, usual class: activators; 0.007% of 380,000 active; note: potency is the fitted concentration of half-maximal effect; % of control where 0% means no effect
# Target sequence (P43220 whole entry, looked up): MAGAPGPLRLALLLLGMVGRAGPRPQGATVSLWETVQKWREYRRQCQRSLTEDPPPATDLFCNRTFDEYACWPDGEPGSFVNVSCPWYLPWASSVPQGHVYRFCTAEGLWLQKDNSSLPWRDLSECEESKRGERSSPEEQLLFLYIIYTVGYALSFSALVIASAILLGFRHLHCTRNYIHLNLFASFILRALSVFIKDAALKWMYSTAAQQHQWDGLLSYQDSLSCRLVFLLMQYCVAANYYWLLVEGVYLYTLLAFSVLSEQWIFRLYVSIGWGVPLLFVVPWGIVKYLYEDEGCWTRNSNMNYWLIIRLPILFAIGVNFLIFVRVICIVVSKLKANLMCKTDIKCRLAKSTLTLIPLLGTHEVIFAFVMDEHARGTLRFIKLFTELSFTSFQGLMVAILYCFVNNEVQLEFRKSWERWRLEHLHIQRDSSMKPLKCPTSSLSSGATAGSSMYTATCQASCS
# aSyn rescue = inhibitors of alpha-synuclein toxicity in yeast; Yeast expressing alpha-synuclein, growth rescue, BacTiter-Glo, 24 h; Potency, µM (titrated, usually from 46.1 µM), for the others: at the top dose growth rescue (activation), most hits filed as activators; 0.14% of 370,000 active; AID 652106; note: potency is the fitted concentration of half-maximal effect; % of control where 0% means no effect; nearly all actives have a fitted effect of over 65% in size
#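 Readout is rescue of growth in alpha-synuclein-expressing yeast, so inhibitors of toxicity appear as activators. Growth after 24 hr at 30 deg C in galactose medium is quantified by luminescence.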
# GLP-1R inv ag = acts as inverse agonist at human GLP-1 receptor; 1.6% of 410,000 active; Potency, µM (titrated, usually from 38.3 µM), inactives show at the top dose activity change, negative = inhibition, hits mostly inhibitors; HEK293 GLP-1R CRE-luciferase, luminescence, 24 h; GLP-1R form is constitutively active; AID 624417; note: potency is the fitted concentration of half-maximal effect; % is set by controls: 0 for no effect and ±100 for the full control effect; nearly all actives have a fitted effect of over 55% in size
#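 Luminescence readout: a drop in cAMP-driven luciferase signal flags inverse agonism at a constitutively active GLP-1R stably expressed in HEK293. Compound exposure lasted 24 hr at 37 deg C, 5% CO2.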
# PTHR1 ag = agonists of human PTHR1 parathyroid hormone receptor; 0.075% of 410,000 active; Potency, µM (doses to about 115 µM), for the others: at the top dose activation, hits mostly activators; AID 743266; Q03431; HEK293 GP2 PTHR1 cells, GloSensor cAMP luminescence, 1 h; note: potency is the fitted concentration of half-maximal effect; nearly all actives have a fitted effect of over 55% in size; some results filed as inactive show a strong effect at the top dose; inactives centre near -15; many of its hits are not listed in these tables
#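 HEK-293-derived GP2 cells expressing PTHR1 and a GloSensor cAMP reporter, 3,000/well, plated overnight, given luciferin plus IBMX (each 0.5 mM as added) for 1 h at 37 °C, then compound for 1 h at 37 °C. Luminescence was read after 15 min at room temperature.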
# KB-V1 MDR tox = kills drug-selected multidrug resistant KB-V1 cells; KB-V1 MDR cells viability, CellTiter-Glo, 72 h; Potency, µM (highest dose often 46.1 µM), for the others: at the top dose activity change, negative = cytotoxicity, usual class: cytotoxic; 3.4% of 400,000 active; note: potency is the fitted concentration of half-maximal effect; % is set by controls: 0 for no effect and ±100 for the full control effect; nearly all actives have a fitted effect of over 60% in size
#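 Following 72 h at 37 degrees C with compound, KB-V1 cell viability was read by CellTiter-Glo luminescence, medium being phenol-red-free DMEM plus 10% FBS; concentration-response parameters came from normalized, curve-fitted qHTS data.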
# TDP-43 yeast inh = TDP-43 toxicity inhibition in yeast; 1.8% of 410,000 active; Potency, µM (top dose mostly 46.1 µM), for the others: at the top dose growth rescue (activation), actives largely listed as activators; AID 652104; TDP-43 expressing yeast growth rescue, BacTiter-Glo, 24 h; note: potency is the fitted concentration of half-maximal effect; % of control where 0% means no effect; nearly all actives have a fitted effect of over 50% in size
#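 Yeast expressing TDP-43 (pregrown in raffinose, seeded at OD600=0.02 in galactose medium) exposed to compounds 24 hr at 30 deg C. Growth read by BacTiter-Glo luminescence; rescue of toxicity appears as increased signal.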
# DRD3 agonist = activates the human D3 dopamine receptor. D3R DiscoveRx beta-arrestin cells, luminescence, 90 min. max activation, %. 0.58% of 410,000 active. AID 652048; in the data active = max activation above about 30%; note: 0% is about no effect; mostly tested at two doses, the higher about 12 µM
# Target sequence (P35462 whole entry, looked up): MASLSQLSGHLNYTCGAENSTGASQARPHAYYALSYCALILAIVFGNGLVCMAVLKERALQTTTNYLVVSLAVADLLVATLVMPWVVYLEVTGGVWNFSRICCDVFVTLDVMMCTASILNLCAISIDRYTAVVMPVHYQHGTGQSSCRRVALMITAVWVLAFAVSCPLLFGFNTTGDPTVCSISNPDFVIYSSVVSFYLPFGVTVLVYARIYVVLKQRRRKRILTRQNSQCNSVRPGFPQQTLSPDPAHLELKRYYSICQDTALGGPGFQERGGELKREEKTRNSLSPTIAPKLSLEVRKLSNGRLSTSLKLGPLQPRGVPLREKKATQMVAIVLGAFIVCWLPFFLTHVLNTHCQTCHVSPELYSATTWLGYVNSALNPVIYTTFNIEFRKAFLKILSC
#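 Agonist mode: compounds and dopamine controls were applied to plated cells for 90 min at 37 degrees C after an overnight attachment at 1500 cells/well. Luminescent read-out followed 30 - 60 minutes at room temperature with DiscoveRx detection reagent.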
# D3 antag = blocks the human D3 dopamine receptor; P35462; D3R cells, DiscoveRx beta-arrestin luminescence, antagonist mode; stronger effect = lower value; max response, negative = inhibition, %; 2.5% of 360,000 active; AID 652054; in the data active = max response below about -50%; inconclusive = no clear call, values can overlap the other calls; note: % is set by controls: 0 for no effect and ±100 for the full control effect; mostly tested at two doses, the higher about 12 µM
#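 Cells plated overnight at 1500 cells/well, then exposed to library compounds with dopamine controls for 90 minutes at 37 degrees C. DiscoveRx reagent added for 30–60 minutes at room temperature; luminescence read, quantitative HTS format.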
# Active calls of the source: *; i = inactive; ? = inconclusive; nt = not tested or not shown; [ ] = remark or other dose. Unless noted, calls come from the whole dose curve; as a rule, active = well fitted curve in the direction sought with a large enough effect; inconclusive = small, poorly fitted or top-dose-only effect, or another doubt; inactive = no such curve, though single readings can be large; an effect the other way counts as inactive or inconclusive. This is a subset, so the mix of outcomes need not match the whole.
SMILES,HEK293 tox,GLP1R ag,aSyn rescue,GLP-1R inv ag,PTHR1 ag,KB-V1 MDR tox,TDP-43 yeast inh,DRD3 agonist,D3 antag
Cc1ccccc1-n1ncc2c1CC(C)(C)CC2NC(=O)CCN1Cc2ccccc2C1=O (stereo not given),1%,7%,0%,-2%,-6%,-18%,-6%,0,11
CN1CCN(CC#CCC(O)(c2ccccc2)c2ccccc2)CC1,12%,20%,-4%,?,13%,-18%,-13%,-30,-22
Cc1ccc(C(=O)NCCc2nnc(SCC(=O)Nc3cccc(C(=O)O)c3)n2C)cc1,0%,-1%,0%,8%,i,39%,4%,5,15
Cc1cccc(NC(=S)N2CCC(NC(=O)c3cccc(F)c3)CC2)c1,120%[activator],9%,0%,26%,i,-2%,5%,3,-2
COc1cc(C(=O)OCC(=O)Nc2cccc(S(=O)(=O)N3CCCC3)c2)ccc1OCC(C)C,-8%,10%,3%,?,-34%[inhibitor],1%,-15%,10,2
Cc1ccc(C)c(CN2C(=O)NC3(CCCCCC3)C2=O)c1,10%,7%,0%,?,-25%,?,22µM*,-18,?
CCCCc1nc(NCCNC(=O)c2ccco2)c(C#N)c2c1CSC(C)(C)C2,-39%,12%,-2%,-2%,i,2.3µM*,?,13,25
Cc1c(C(=O)N2CCCC2)oc2c1-c1nn(CC(=O)NCc3ccccc3F)cc1CC2,-3%,nt,nt,4%,-53%[inhibitor],nt,19%,2,nt
O=C(NCC1CCCO1)c1cc2ccccc2[nH]1 (stereo not given),-9%,-6%,-9%,8%,i,0%,13%,8,27
CCSc1nc2c(sc3ccccc32)c(=O)n1C(C)C,10%,11%,-3%,0%,-22%,-3%,0%,3,-4
COC(=O)CCN1CCN(S(=O)(=O)c2ccccc2Br)CC1,5%[7.66 µM],-2%,2%,-11%[7.66 µM],i,-11%,2%,-12,-25
c1ccc(CNCc2ccc(CNCc3ccccc3)cc2)cc1,-30%,-2%,-7%,?,i,-14%,2%,-8,-22
CCOc1ccc(Br)cc1S(=O)(=O)Nc1ccc(N2CCOCC2)cc1,-9%,10%,4%,0%,-2%[57.5 µM],?,-4%,15,2
Cc1onc(C(=O)N2CCN(c3ccccc3)CC2)c1[N+](=O)[O-],0%,2%,-3%,4%,i,18%,?,-1,-13
CC(Oc1ccccc1)C(=O)NN1Cc2ccccc2C1=N (stereo not given),0%,5%,0%,-5%,-18%,-1%,-2%,-6,13
Cc1ccccc1CN(C)C[C@H]1OCc2cnnn2CCCC(=O)N([C@@H](C)CO)C[C@@H]1C,2%,-1%,0%,13%,-3%,2%,6%,5,2
O=c1c2cccnc2n(Cc2ccc(Cl)cc2)c(=O)n1Cc1ccc(F)cc1,5%,nt,nt,17%,15%,?,18%,1,nt
Nc1ccccc1Nc1nc2ccccc2[nH]1,9%,-2%,-10%,-20%,-6%,30%,-16%,-8,2
Cc1ccc(OCC(=O)Nc2sc3c(c2C(N)=O)CCCC3)c(C(C)(C)C)c1,17%,nt,nt,5%,-21%,1%,13%,2,nt
Cc1cc(OCC(=O)NCCO)ccc1Cl,8%,3%,4%,4%,-3%[57.5 µM],10%,17%,0,28
COc1ccccc1CNC(=O)CSc1ccccc1,7%,7%,22%,-22%,i,-1%,25%,10,3
COC(=O)C1(O)CC(CC(C)C)=NN1C(=O)c1ccccc1 (stereo not given),7%,-11%,16%,4%,i,15%,19%,-1,8
CC(C)OC(=O)c1ccc(COc2ccc3ccc(=O)oc3c2)o1,1%,25%,12%,3%,-45%[inhibitor],-23%,11µM*,27,6
CC(C)(C)OC(=O)N1CCC[C@H]1C(=O)NCC1CCC(C(=O)O)CC1 (stereo not given in full),7%,-8%,1%,4%,i,0%,-18%,-1,-11
CC(C)c1ccc(N(CC(=O)NC2CCCC2)C(=O)CCC(=O)Nc2nccs2)cc1,6%,17%,-5%,?,-14%,-23%,-17%,3,-7
CC1(C(=O)O)C=CC2(CCCCC2)N1C(=O)c1ccccc1 (stereo not given),0%,4%,-3%,12%,-3%,15%,7%,-3,-19
O=C(c1coc(=O)c(Br)c1)N1CCOCC1,2%,-16%,8%,97%[activator],-15%[57.5 µM],2%,0%,-1,-19
O=C(CCC(=O)N1CC2CCCN2c2ccccc21)NCc1ccc(F)cc1 (stereo not given),0%,nt,nt,-21%,15%,11%,16%,-15,nt
CCCn1c(=O)c2sccc2n2c(CCCC(=O)Nc3ccc(C)c(F)c3)nnc12,-14%,nt,nt,1%,i,nt,17%,-21,nt
CCCCC(CC)C(=O)NCCc1ccc(S(N)(=O)=O)cc1 (stereo not given),8%,-9%,-7%,10%,i,12%,26%,0,-17

# Structures above with bromine (3):
SMILES,HEK293 tox,GLP1R ag,aSyn rescue,GLP-1R inv ag,PTHR1 ag,KB-V1 MDR tox,TDP-43 yeast inh,DRD3 agonist,D3 antag
COC(=O)CCN1CCN(S(=O)(=O)c2ccccc2Br)CC1,5%[7.66 µM],-2%,2%,-11%[7.66 µM],i,-11%,2%,-12,-25
CCOc1ccc(Br)cc1S(=O)(=O)Nc1ccc(N2CCOCC2)cc1,-9%,10%,4%,0%,-2%[57.5 µM],?,-4%,15,2
O=C(c1coc(=O)c(Br)c1)N1CCOCC1,2%,-16%,8%,97%[activator],-15%[57.5 µM],2%,0%,-1,-19

# Later entries.
SMILES,HEK293 tox,GLP1R ag,aSyn rescue,GLP-1R inv ag,PTHR1 ag,KB-V1 MDR tox,TDP-43 yeast inh,DRD3 agonist,D3 antag
N#C/C(=C(/O)c1ccc(Cl)cc1)c1nc2ccccc2[nH]1,5%,8%,-5%,-13%,-17%,22%,-7%,14,-2
COc1ccc(CCNC(=O)CNS(=O)(=O)c2ccc(Br)cc2)cc1,-7%,9%,-1%,-18%,-17%,1%,1%,5,10
COC(=O)C1(C(F)(F)F)C2C=CC(C2)N1S(=O)(=O)c1ccc(C)cc1 (stereo not given),-11%,14%,-3%,-1%,-4%,-1%,-16%,-13,-6
COc1ccc(-n2c(Cc3cccn3C)nnc2SCC(=O)NC2CCCC2)cc1,0%,2%,5%,5%,16%,0%,-6%,-10,34
CCC(C(=O)Nc1cccc(C(=O)O)c1C)c1ccccc1 (stereo not given),3%[7.66 µM],0%,3%,14%[7.66 µM],-23%,33%,7%[9.22 µM],4,11
O=C(c1ccccc1)N1CCN(C(=O)c2ccccc2)c2ccccc21,-1%,0%,-4%,-9%,-7%,-17%,-22%,-7,-12
O=CN1CCN(c2c([N+](=O)[O-])c(=O)oc3ccccc23)CC1,3%,-1%,-8%,4%,i,-5%,6%,-7,-4
O=C1c2nccnc2C(=O)N1c1ccc(F)cc1,2%,-1%,-1%,22%,3%,1%,-10%,3,3
CCOC(=O)c1c(NC(=O)Nc2ccc(C)cc2)sc2c1CCN(C)C2,35%,4%,?,46%,-7%,-24%,16%,-9,0
CC(C)(C)c1ccc(OCCn2cc(C(=O)c3ccco3)c3ccccc32)cc1,-21%,nt,nt,7.9µM*,3%,-22%,7%,2,nt
O=C(NCc1cccc(F)c1)c1ccc(CN2CC(=O)N3CCCCC3C2=O)cc1 (stereo not given),1%,nt,nt,0%,i,-21%,-16%,-25,nt
Cc1cc(C)n(-c2cccc(F)n2)n1,10%,0%,-5%,12%,i,2%,-8%,4,-6
C=CCNC(=S)/C(=C(/[O-])c1ccccc1Br)[n+]1ccccc1,0%,0%,-26%,12%,21%,3%,-19%,-13,-2
CCC(=O)Nc1ccc(NC(=O)CSc2nc3c(c(=O)n(C)c(=O)n3C)n2CC)cc1,-9%,22%,2%,112%[activator],i,-14%,-1%,1,?
COc1ccc(N(C)C(=O)CCS(=O)(=O)c2cccc3nonc23)cc1,3%,-1%,-1%,2%,i,15%,1%,12,1
O=C(CSc1nnc(-c2ccccc2)n1Cc1ccco1)Nc1ccc(S(=O)(=O)N2CCCC2)cc1,-2%,0%,-2%,0%,i,0%,-10%,6,-18
O=C(NCC1CCCCC1)c1cccc([N+](=O)[O-])c1,-8%,9%,-4%,-4%,-11%,17%,-14%[1.82 µM],-5,15
COC(=O)[C@@H]1CC[C@@](C)(c2ccc(OC)cc2)C1(C)C,-1%,14%,-4%,9%,-23%,19%,9%,3,?
CCOC(=O)C1=C(C)NC(=O)NC1c1ccc([N+](=O)[O-])o1 (stereo not given),8%,4%,10%,2%,-60%[inhibitor],12%,10%,-2,3
COc1ccc(/C=N/NC(=O)CNS(=O)(=O)c2ccccc2)cc1,-14%,1%,1%,14%,i,?,3%,1,27
CCc1nc2ccc(C(=O)NCCC(C)C)cn2c1N(CC)CCOC,-3%,-7%,1%,26%,-1%,4%,?,13,-14
CCOC(=O)c1ccc2nc(C)cc(Nc3ccc(OC(C)C)cc3)c2c1,-3%,11%,0%,?,-23%,?,6%,-13,nt
O=C(COC(=O)c1n[nH]c2ccccc12)c1cccc(Br)c1,14%,15%,?,?,-43%[inhibitor],?,28%,1,-8
COc1ccccc1NC(=O)NC1CCS(=O)(=O)C1 (stereo not given),7%,6%,-1%,4%,i,2%,1%,0,-15
O=C(Nc1cccc(S(=O)(=O)N2CCCCC2)c1)c1cncc(Br)c1,6%,5%,9%,?,-42%[inhibitor],-3%,4%,3,-8
Cc1csc(=O)n1CCC(=O)OCC(=O)c1c(N)n(CC(C)C)c(=O)n(C)c1=O,12%,-6%,-3%,-19%,-36%[inhibitor],-19%,10%,3,28
COc1ccccc1C(=O)Nc1nc2ccc(S(=O)(=O)N3CCCC3)cc2s1,-4%,nt,nt,17%,i,?,23%[9.22 µM],7,nt
COc1ccc(-c2csc3ncnc(N4CCN(S(=O)(=O)c5ccc(Cl)s5)CC4)c23)cc1,1%,19%,3%,?,-9%,?,-12%,-4,3
O=C1CC(N2CCN(Cc3ccc(Cl)cc3)CC2)C(=O)N1CCc1ccccc1 (stereo not given),-9%,8%,-3%,?,-29%,0%,-11%[1.82 µM],1,15

# Source: PubChem
